# T cell modulator: T cell immune modulators affecting CD8 T cell-vesicle binding. 2C CD8+ T cell-vesicle binding, flow cytometry; hits give low values. calls only at 7 µM. 330,000 compounds, 0.068% hits. AID 2052;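 active = response, share of CD8 T cells binding vesicles, and their 90th percentile fluorescence all below set limits, cut at about 80% in these data, passing the limit was not always enough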
#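 Material: 2C TCR transgenic mouse naive CD8+ T cells, MACS-purified. Also added: QL9-charged Drosophila Ld/ICAM-1/B7-1 vesicles. Timing: binding 1.5 h at 37 °C. Measured by: high-throughput flow cytometry with anti-B7-1 and anti-CD8 staining. Read-out: percent CD8+ FL2 mean versus row control. Controls: Unloaded micro-vesicles (low), QL9 vesicles with 0.7% DMSO (high).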
# RSV antiviral HEp-2: inhibition of RSV-induced cytopathic effect – HEp-2 cells, primary 10 µM value included (AID 2391) | HEp-2 cells, RSV-induced CPE inhibition; higher % means a stronger effect | CPE inhibition, % at 10 µM; hits with a dose series show IC50 in µM | 310,000 compounds, 0.13% hits; in the data active = a potency from the dose series; inconclusive = CPE inhibition mostly from about 23% at the one dose, without a potency; inactive = the rest, 99 in 100 with CPE inhibition below about 21%; note: strong numbers were not always called active
# Salmonella PhoP GFP: inhibitors of PhoP regulon expression, primary screen, Salmonella Typhimurium, GFP reporter (AID 1863); 300,000 compounds, 0.16% hits; S. Typhimurium PhoP-regulated promoter GFP reporter, 4 h; higher % means a stronger effect; one-dose inhibition, % at 50 µM; IC50 in µM for titrated hits;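 active = inhibition over 29.93%, a cutoff 3 SD above the screen mean, later confirmed by dose response; inconclusive = inhibition over 29.93% but no dose response follow-up; inactive = inhibition at most 29.93% or unconfirmed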;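 note: 0% = low Mg2+ inducing control and 100% = high Mg2+ repressing control; strong numbers were not always called active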
# UTI89 phage lysis: protection from phage-mediated lysis, alamar blue read-out – E. coli UTI89, K1F phage, bacterial capsule biogenesis inhibitors (AID 488966) | E. coli UTI89 K1F phage lysis, alamar blue, 2 h; higher % means a stronger effect | one-dose inhibition, % at 100 µM; IC50 in µM for titrated hits | 340,000 compounds, 0.02% hits;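 active = phage lysis inhibition, versus mean bacterial control, above a set limit; inconclusive = no clear call, values can overlap the other calls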;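 note: capsule biogenesis inhibitors block K1F phage lysis so surviving cells raise fluorescence; higher fluorescence means more inhibition of phage lysis; actives were called in the ten point dose series up to 300 µM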
# SV40 large T antigen: SV40 large T antigen inhibitors, biochemical (AID 1903). SV40 large T antigen ATPase/helicase inhibition assay; higher % means a stronger effect. inhibition, % at 20 µM, or IC50 in µM where a hit was titrated. 310,000 compounds, 0.39% hits; in the data active = a potency from the dose series; inconclusive = inhibition mostly from about 32% at the one dose, without a potency; inactive = the rest, 99 in 100 with inhibition below about 32%; note: strong numbers were not always called active
# NTR1 agonist: NTR1-driven beta-arrestin-GFP spot formation – imaging, U2OS cells, high content, primary screen (AID 493036); agonist mode; activation, % at 20 µM; 330,000 compounds, 0.17% hits;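 active = activation at or above 40% of the spot to cytoplasm intensity ratio, with at least 20 cells analyzed; inconclusive = wells under 20 cells, flagged as cytotoxic or low count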;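 note: 0% = DMSO without peptide and 100% = 100 nM NTR1 peptide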
# Target sequence (P30989 whole entry, looked up): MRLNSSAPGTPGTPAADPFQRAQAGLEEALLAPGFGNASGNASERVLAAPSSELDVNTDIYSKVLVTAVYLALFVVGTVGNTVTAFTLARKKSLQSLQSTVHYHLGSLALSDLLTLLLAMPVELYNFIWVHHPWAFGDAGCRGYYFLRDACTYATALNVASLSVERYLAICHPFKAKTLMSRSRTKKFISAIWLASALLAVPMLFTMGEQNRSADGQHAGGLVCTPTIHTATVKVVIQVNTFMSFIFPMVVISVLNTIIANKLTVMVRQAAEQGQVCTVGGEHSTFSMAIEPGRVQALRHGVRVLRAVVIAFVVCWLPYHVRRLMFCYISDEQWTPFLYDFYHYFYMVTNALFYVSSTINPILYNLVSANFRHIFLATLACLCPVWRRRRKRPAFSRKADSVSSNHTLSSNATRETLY
# Rac1 GTP hydrolysis: MgcRacGAP GTPase-activating activity inhibitors, confirmation, biochemical, ADP Hunter fluorescence; inhibition, % at 30 µM, or IC50 in µM where a hit was titrated; AID 624330; MgcRacGAP-stimulated Rac1 GTP hydrolysis, ADP Hunter fluorescence; higher % means a stronger effect; GST-tagged Rac1 F28L mutant substrate; 340,000 compounds, 0.6% hits;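 active = first-screen hits whose inhibition reached a set limit at any dose in the follow-up dose series; inconclusive = inhibition above the set first-screen limit but never retested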;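 note: fluorescence reports GDP produced by GAP-driven GTP hydrolysis; strong numbers were not always called active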
# NS5 inhibitors: Dengue-2 NS5 methyltransferase inhibitors, primary screen, biochemical, confirmation dose response (AID 588689). Dengue-2 NS5 methyltransferase capping enzyme assay, biochemical; higher % means a stronger effect. inhibition, % at 25 µM, or IC50 in µM where a hit was titrated. 340,000 compounds, 0.3% hits; in the data active = a potency from the dose series; inconclusive = inhibition above about 29% without an active follow-up result
# West Nile virus CPE: West Nile virus antiviral activity, cell-based, CPE readout (AID 1621). West Nile virus-infected cells, CPE inhibition; higher % means a stronger effect. CPE inhibition, % at 10 µM, or IC50 in µM where a hit was titrated. 290,000 compounds, 0.02% hits; in the data active = a potency from the dose series; inconclusive = CPE inhibition mostly from about 3.7% at the one dose, without a potency; inactive = the rest, 99 in 100 with CPE inhibition below about 2.2%; note: strong numbers were not always called active
# T cell modulator vesicle-bound %: recorded beside T cell modulator, whose call it bears; double positive events, %; measured here: CD8+ vesicle-bound cell fraction;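 binding gate set so that unloaded-vesicle control wells show 10% double positive cells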
# NTR1 agonist cell count 20 µM: further read-out of NTR1 agonist, marked with its call; cell count; measured here: cell count, cytotoxicity flag
# NS5 inhibitors pilot replicate: second read-out of NS5 inhibitors, no call of its own (marks repeat the call); inhibition, %; measured here: pilot screen replicate inhibition
# An asterisk follows results filed as active; i = inactive; ? = inconclusive; . = no result given; [ ] = dose if it differs, or a comment. Hits appear at their usual frequency (roughly 1.5% active in at least one column).
SMILES,T cell modulator,T cell modulator vesicle-bound %,RSV antiviral HEp-2,Salmonella PhoP GFP,UTI89 phage lysis,SV40 large T antigen,NTR1 agonist,NTR1 agonist cell count 20 µM,Rac1 GTP hydrolysis,NS5 inhibitors,West Nile virus CPE,others
CCc1ccc(S(=O)(=O)NCc2ccc(N3CCN(C)CC3)cc2)cc1,i,14,-0.8%,-11%,0.0%,2%,2.6,65,7%,3%,-0.6%,
Cc1sc(NC(=O)c2ccco2)c(C(Nc2ccccn2)c2ccccc2)c1C (centres undefined),i,11,21%,1%,4.7%,13%,9.2,52,5%,2%,-1.0%,
COc1ccccc1CNC(=O)COC(=O)CC1CC2CCC1C2 (centres undefined),i,22,0.0%,.,0.8%[50 µM],.,-2.4,41,1%,-8%,.,
COCCN1Cc2cccc(C(=O)NC3CCCCCC3)c2C1=O,i,23,2.3%,3%,4.5%,0%,2.2,58,5%,-6%,-1.7%,
CCCCCC(=O)NNC(=S)NC(=O)c1ccc([N+](=O)[O-])cc1,i,46,-1.5%,3%,1.1%,25%,1.7,45,9%,-8%,0.7%,
O=C(CN1CSCC1=O)N1CCN(S(=O)(=O)c2cccc(F)c2)CC1,i,25,-0.1%,.,0.7%[50 µM],.,-0.8,48,8%,0%,.,
COc1ccc(NC(=O)CS(=O)CC(=O)NCc2cccc(C(F)(F)F)c2)cc1 (centres undefined),i,9,1.1%,10%,4.2%,25%,-0.7,74,8%,5%,-0.2%,
CC1CN(c2oc(-c3ccco3)nc2S(=O)(=O)c2ccccc2)CC(C)O1 (centres undefined),i,34,4.7%,10%,-0.3%[50 µM],11%,0.6,49,5%,1%,0.2%,
CCOc1ccccc1N1CCN(C(=O)c2ccc3c(c2)OCO3)CC1,i,11,2.8%,2%,-0.1%,3%,0.6,67,2%,-3%,-0.4%,
CCCN1CCC(NC(=O)Cc2ccccc2OC)CC1,i,60,0.2%,-8%,0.1%,16%,-1.5,54,12%,-5%,-0.3%,NS5 inhibitors pilot replicate=1.8
CC(C)c1ccc(NC(=O)C2=CC=CN3CCS(=O)(=O)N=C23)cc1,.,.,.,.,1.1%[50 µM],.,-0.2,67,6%,-9%,.,
CC(C(=O)NCc1ccccc1)N1C(=O)C2CC=C(Cl)CC2C1=O (centres undefined),i,17,-0.2%,-4%,1.0%,7%,0.3,48,5%,17%,-0.2%,
CN(C)CCN1C(=O)C(O)=C(C(=O)c2ccco2)C1c1ccccc1F (centres undefined),i,28,0.9%,17%,0.7%,17%,-1.4,67,5%,-16%,-0.1%,
COc1ccc(C2CC(c3cccc(C)c3)n3nc(N)nc3N2)cc1 (centres undefined),i,58,1.4%,-1%,-1.3%,6%,1.0,57,1%,1%,-0.2%,
CC1(C)C2CCC(C2)C1C/C=N/NC(N)=S (centres undefined),i,53,0.4%,-8%,0.4%,12%,-0.5,70,14%,1%,-0.5%,
Cc1nc(-c2cccc(NS(=O)(=O)c3cccc4ccccc34)c2)cs1,i,7,17%,21%,-0.3%,9%,2.7,72,6%,-3%,0.3%,
CC(=O)c1ccc(N2CCN(C(=O)CCCc3nc4ccccc4s3)CC2)cc1,i,31,4.6%,5%,0.2%,7%,-0.8,82,5%,-22%,-2.0%,
O=C(CSc1n[nH]c(-c2cccnc2)n1)Nc1ccc([N+](=O)[O-])cc1Br,i,23,3.2%,5%,0.2%,1%,2.3,34,8%,1%,-1.1%,
Cc1ccccc1C(=O)Nc1ccccc1-c1nnn(CC(=O)Nc2ccc3c(c2)OCCO3)n1,i,56,5.0%,-6%,0.5%,7%,0.0,62,8%,1%,-0.1%,
COc1ccc2nc(NC(=O)Cn3cnc4ccccc4c3=O)sc2c1,i,28,1.1%,-5%,0.1%,8%,0.1,56,8%,1%,0.3%,
O=C(NC(=S)Nc1ccc2cn[nH]c2c1)c1ccccc1,i,63,?,-2%,0.7%,6%,0.1,60,4%,-1%,0.3%,
COc1ccc(NC(=O)c2[nH]ncc2[N+](=O)[O-])cc1,i,9,1.5%,-2%,7.0%,3%,0.0,41,4%,-4%,-0.5%,
COc1cc(NC(=O)c2ccc3nsnc3c2)cc(OC)c1OC,i,37,1.5%,0%,1.0%,10%,0.2,60,7%,-5%,0.9%,
COc1ccc2[nH]c(=O)c(CN(CCO)S(=O)(=O)c3c(C)ccc4nsnc34)cc2c1,i,34,2.9%,3%,0.2%,2%,-1.0,79,9%,-3%,0.4%,
O=C(COc1ccccc1)N1CCN(S(=O)(=O)c2ccc(Cl)cc2)CC1,i,58,0.1%,1%,0.3%,14%,0.8,77,9%,-2%,-0.8%,
COc1ccccc1N1CCN(S(=O)(=O)c2ccc(NC(C)=O)cc2)CC1,i,31,2.0%,-3%,0.1%,26%,1.1,66,8%,-3%,-1.0%,
CCN1C(=O)N(CC)C2C1N(CO)C(=O)N2CO (centres undefined),i,43,2.2%,1%,1.0%,1%,2.2,41,2%,3%,-0.2%,
Nc1c(Cl)cc(-c2cn(CCC(=O)O)c(-c3ccncc3)n2)cc1Cl,i,43,0.5%,.,0.1%,16%,-0.7,76,8%,-4%,.,
C=CCN1C(=O)C(CC(=O)NCC)SC1=Nc1ccccc1OC (centres undefined),i,55,2.1%,-1%,-0.1%,4%,1.2,49,5%,-7%,1.4%,
COC(=O)c1nn(-c2ccc(F)cc2)ccc1=O,i,25,3.7%,6%,0.3%,-8%,0.7,61,2%,-5%,-0.1%,
Cc1cc(NC(=O)c2ccc3nccnc3c2)ccc1Br,i,48,.,.,0.4%[50 µM],.,0.4,50,11%,-3%,.,
CN(CC(=O)OCC(N)=O)S(=O)(=O)c1ccc(Cl)cc1,i,37,3.7%,-9%,9.7%,6%,0.0,45,8%,6%,-0.5%,
Cn1nnnc1SCC(=O)NCC(=O)c1ccccc1,i,20,0.8%,-16%,4.5%,0%,-1.9,81,4%,-6%,0.0%,
O=C(COC(=O)c1ccc(F)c(S(=O)(=O)N2CCOCC2)c1)Nc1ccc2c(c1)OCO2,.,.,.,.,0.6%[50 µM],.,-0.4,70,1%,1%,.,
CCOc1ccc(NC(=O)CSc2nc3cccnc3n2CC)cc1,.,.,.,4%,2.0%,5%,.,.,8%,-8%,-0.1%,
O=C(COC(=O)c1cccc(S(=O)(=O)N2CCCCC2)c1)NC1CCCCC1,i,38,0.3%,.,0.0%[50 µM],.,3.3,51,8%,-10%,.,
N#Cc1c(NC(=O)c2ccccc2)sc2c1CCCCC2,i,56,0.8%,-1%,0.0%,-6%,9.7,38,-6%,1%,-0.2%,
COCCn1c(-c2ccc(OC)cc2)cnc1SCC(=O)Nc1ccc(OC)cc1OC,i,40,1.1%,3%,3.8%,3%,-1.0,51,0%,-2%,-0.9%,
Cc1c(C(=O)N2CCCCC2)c(S(=O)(=O)N2CCN(c3ccccc3F)CC2)c(C)n1C,i,9,0.8%,-8%,0.3%,9%,3.5,61,11%,-6%,-0.1%,
COC(=O)[C@H](CCSC)NC(=O)N1CCC(C)CC1,i,39,1.3%,0%,1.9%,10%,2.2,63,5%,-6%,0.2%,
O=C1C=C(O)C(n2cncn2)C(c2ccc3c(c2)OCO3)C1 (centres undefined),i,64,-1.5%,3%,0.1%,18%,-1.0,67,-2%,2%,-0.6%,
CN1C2CCC1CC(NC(=O)c1cc(Cl)cc3[nH]cnc13)C2 (centres undefined),i,7,0.0%,5%,-0.2%,6%,-1.3,31,7%,.,1.0%,

# Molecules above that have bromine, in the order listed:
SMILES,T cell modulator,T cell modulator vesicle-bound %,RSV antiviral HEp-2,Salmonella PhoP GFP,UTI89 phage lysis,SV40 large T antigen,NTR1 agonist,NTR1 agonist cell count 20 µM,Rac1 GTP hydrolysis,NS5 inhibitors,West Nile virus CPE,others
O=C(CSc1n[nH]c(-c2cccnc2)n1)Nc1ccc([N+](=O)[O-])cc1Br,i,23,3.2%,5%,0.2%,1%,2.3,34,8%,1%,-1.1%,
Cc1cc(NC(=O)c2ccc3nccnc3c2)ccc1Br,i,48,.,.,0.4%[50 µM],.,0.4,50,11%,-3%,.,

# An excerpt from above in order of formula weight, ascending:
SMILES,T cell modulator,T cell modulator vesicle-bound %,RSV antiviral HEp-2,Salmonella PhoP GFP,UTI89 phage lysis,SV40 large T antigen,NTR1 agonist,NTR1 agonist cell count 20 µM,Rac1 GTP hydrolysis,NS5 inhibitors,West Nile virus CPE,others
N#Cc1c(NC(=O)c2ccccc2)sc2c1CCCCC2,i,56,0.8%,-1%,0.0%,-6%,9.7,38,-6%,1%,-0.2%,
COCCN1Cc2cccc(C(=O)NC3CCCCCC3)c2C1=O,i,23,2.3%,3%,4.5%,0%,2.2,58,5%,-6%,-1.7%,
O=C(COC(=O)c1ccc(F)c(S(=O)(=O)N2CCOCC2)c1)Nc1ccc2c(c1)OCO2,.,.,.,.,0.6%[50 µM],.,-0.4,70,1%,1%,.,
